Screening results (PubChem BioAssay)
KCNK3 block: human KCNK3 channel inhibition, primary screen | B-score at 10 µM | 340,000 tested, 0.84% active | AID 602410 | O14649 | CHO-KCNK3 thallium flux, FluxOR fluorescence; stronger effect = lower value;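 active = B-score under library mean minus 4 SD, starting fluorescence ratio at most library mean plus 5 SD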;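 note: more negative B-score means stronger inhibition of thallium flux through KCNK3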
Target sequence (O14649 whole entry, looked up): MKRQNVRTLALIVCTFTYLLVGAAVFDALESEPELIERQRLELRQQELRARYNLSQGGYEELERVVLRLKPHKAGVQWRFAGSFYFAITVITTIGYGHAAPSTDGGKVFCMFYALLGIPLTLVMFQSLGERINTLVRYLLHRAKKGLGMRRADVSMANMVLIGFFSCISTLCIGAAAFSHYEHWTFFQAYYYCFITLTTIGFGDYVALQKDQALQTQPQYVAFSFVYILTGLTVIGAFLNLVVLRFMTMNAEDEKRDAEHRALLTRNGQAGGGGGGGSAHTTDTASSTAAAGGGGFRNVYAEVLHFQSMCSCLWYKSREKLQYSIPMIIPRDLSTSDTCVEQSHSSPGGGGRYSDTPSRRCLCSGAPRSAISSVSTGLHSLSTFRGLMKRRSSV
HDAC3 inh: inhibitors of human histone deacetylase 3; inhibition, % at 8.3 µM; O15379; 320,000 tested, 0.15% active; recombinant HDAC3, fluorogenic peptide/trypsin coupled, fluorescence; in the data active = inhibition above about 26%, passing the limit was not always enough
KCNQ1 inh: inhibitors of human KCNQ1 potassium channel | P51787 | CHO-K1 KCNQ1, FluxOR thallium flux fluorescence; stronger effect = higher value | B-score at 10 µM | 310,000 tested, 1.3% active | AID 2642;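 active = compounds whose thallium flux B-score, printed positive for inhibition, exceeds three library SD while starting fluorescence stays within three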;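 note: channel opened by potassium depolarization with thallium stimulus after 20 min compound exposure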
Target sequence (P51787 whole entry, looked up): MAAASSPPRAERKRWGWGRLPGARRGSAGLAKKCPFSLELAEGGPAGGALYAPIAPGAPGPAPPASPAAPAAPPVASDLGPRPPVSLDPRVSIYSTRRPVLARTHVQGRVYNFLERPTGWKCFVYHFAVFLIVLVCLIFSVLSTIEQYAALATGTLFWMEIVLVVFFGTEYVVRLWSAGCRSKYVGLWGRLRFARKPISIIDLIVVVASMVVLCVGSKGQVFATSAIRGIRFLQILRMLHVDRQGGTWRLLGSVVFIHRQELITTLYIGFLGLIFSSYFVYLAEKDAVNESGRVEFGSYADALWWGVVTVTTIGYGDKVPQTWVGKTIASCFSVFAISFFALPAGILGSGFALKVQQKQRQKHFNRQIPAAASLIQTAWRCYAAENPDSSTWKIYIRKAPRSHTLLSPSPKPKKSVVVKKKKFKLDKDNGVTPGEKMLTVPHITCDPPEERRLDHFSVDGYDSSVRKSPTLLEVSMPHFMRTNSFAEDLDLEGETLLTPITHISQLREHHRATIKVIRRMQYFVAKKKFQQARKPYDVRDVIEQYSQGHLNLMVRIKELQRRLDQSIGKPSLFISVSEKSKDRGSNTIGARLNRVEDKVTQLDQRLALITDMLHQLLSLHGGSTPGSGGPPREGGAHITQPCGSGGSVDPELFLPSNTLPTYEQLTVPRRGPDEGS
KCNQ1 pot: potentiators or activators of human KCNQ1 potassium channel; P51787; CHO-K1 KCNQ1, thallium flux FluxOR fluorescence; stronger effect = higher value; B-score at 10 µM; 310,000 tested, 0.35% active;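 active = fluorescence ratio B-score, a plate-corrected score, at least three library SD, with initial intensity B-score within 5 SD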
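Test system: CHO-K1 cells stably expressing KCNQ1 / Medium: assay buffer / Also added: depolarizing K+/Tl+ stimulus, K2SO4 and Tl2SO4 each 12.5 mM in 5x stock / Incubation: 90 min dye loading and 20 min compound exposure, both at room temperature / Signal: thallium influx via FluxOR fluorescence, kinetic imaging / Evaluation: B score of baseline-normalized fluorescence ratio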
GSK3beta inhib: blocks human GSK3beta kinase activity; AID 2097; 300,000 tested, 0.038% active; GST-GSK3beta kinase, ADP-Glo luminescence, 60 min; stronger effect = lower value; activity score (negative = inhibition), % at 10 µM; P49841;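 active = more than half of replicate wells score below -50%, meaning over 50% inhibition versus plate controls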;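 note: 0% = median DMSO wells and -100% = median GW8510 positive control wells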
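Test system: GST-tagged human GSK3beta kinase, cell-free; evaluation: activity score scaled between in-plate DMSO and GW8510 controls; measured by: ADP-Glo luminescence; incubation: 60 min reaction, RT; benchmarks: DMSO and 20 µM GW8510; reagent: peptide substrate plus 25 µM ATP (final); medium: Tris/MgCl2 kinase buffer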
KCNK9 block: inhibitors of human KCNK9 two-pore domain potassium channel. AID 488922. B-score at 10 µM. 310,000 tested, 1.2% active. HEK293 KCNK9, FluxOR thallium flux fluorescence; stronger effect = lower value. Q9NPC2;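 active = ratio B-score over 3 SD below the library mean, with starting fluorescence within 5 SD of its mean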;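 note: negative B-score means less thallium flux so channel inhibition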
GSK3A inh: blocks human GSK-3 alpha kinase; ADP-Glo luminescence, 60 min; inhibition, % at 10 µM; 320,000 tested, 0.1% active; AID 2650;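 in the data active = inhibition above about 50%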;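 note: GST-tagged GSK-3 alpha with peptide substrate and 25 µM ATP; 0% = DMSO neutral wells and 100% = GW8510 positive control wells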
hERG rescue: shields human hERG channel from block by proarrhythmic agents. Q12809. CHO-hERG, FluxOR thallium flux, dofetilide IC70 present. activation (rescue from dofetilide block), less the hit threshold, % at 10 µM. 310,000 tested, 0.51% active. AID 1511;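 active = activation above the mean of controls blocked by dofetilide plus 5 SD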;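 note: thallium influx through hERG after potassium depolarization seen as dye fluorescence rise; in these data hits start at about 4.7%; inactives centre near -7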
RGS4 act: potentiators or activators of RGS4; HEK293 M3R/inducible RGS4, carbachol calcium flux Fluo4; stronger effect = lower value; B-score at 10 µM; AID 463111; 310,000 tested, 0.92% active;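 active = B-score of the integrated calcium signal more than 4 SD below the library mean, with starting fluorescence not abnormally high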;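 note: negative B-score means reduced calcium response which marks RGS4 activation or potentiation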
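System: HEK293 FlpIn-TREx cells, stable M3R, doxycycline-inducible RGS4. Timing: overnight RGS4 induction, 30 min dye load 37 °C, 20 min compound RT. Also added: carbachol, ECmax concentration. Measured by: Fluo4 fluorescence kinetic imaging of calcium. Evaluation: integrated calcium ratio converted to B score.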
PolyA inhibitor: yeast polyadenylation inhibition; S. cerevisiae SKY197-pL101 polyadenylation reporter, beta-gal luminescence; efflux-impaired pdr1/pdr3 knockout yeast; score 100 = 6 SD above DMSO; calls only at 12 µM; 300,000 tested, 0.02% active; AID 1875;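 active = lowest replicate activity score at least 50, where 100 means six control SD above control mean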;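 note: yeast exposed to compound for 9 h at 30 °C; higher score means more reporter readthrough which indicates perturbed polyadenylation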
DYRK1A inh: Dyrk1A (rat) kinase inhibition; AID 504441; 310,000 tested, 0.43% active; Q63470; inhibition, % at 12.5 µM; ADP-Glo luminescence, NFATc1 peptide; in the data active = inhibition above about 50%;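 note: plate controls were vehicle with enzyme for no effect and no enzyme for full effect; many of its hits are not listed in these tables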
* hit, by the source's call; i = inactive; . = no result given.

SMILES	KCNK3 block	HDAC3 inh	KCNQ1 inh	KCNQ1 pot	GSK3beta inhib	KCNK9 block	GSK3A inh	hERG rescue	RGS4 act	PolyA inhibitor	DYRK1A inh
Cc1ccc(CNC(=O)C2=CCN(S(=O)(=O)c3ccc(C)cc3)CC2)cc1	i	4	i	i	1	i	-2	1	i	i	-11
CC1CCC(C(C)C)C(OC(=O)COC(=O)c2cc(O)ccc2N)C1 (stereo unspecified)	i	-1	i	i	-2	i	-2	-5	i	i	2
COc1cc(/C=C/c2ccc3cccc([N+](=O)[O-])c3n2)ccc1OCC(=O)O	i	5	i	i	5	i	7	-18	i	i	46
COc1cc(C(=O)N2c3ccccc3CCC2C)cc(OC)c1OC (stereo unspecified)	i	1	i	i	0	i	2	-6	i	i	16
O=C1COCC(=O)N1CCc1c[nH]c2ccccc12	i	-9	i	i	4	i	-1	-4	i	i	9
O=C(Nc1cc(F)ccc1F)C1CCCN(c2ncnc3c2nc2n3CCCCC2)C1 (stereo unspecified)	i	1	i	i	-2	i	-1	-19	i	i	4
COc1ccc(C(=O)NCCC(C)C)cc1S(=O)(=O)N1CCOCC1	i	2	i	i	-2	i	4	-4	i	i	-4
Cc1oc(-c2cccs2)[n+]([O-])c1C	i	6	i	i	0	i	0	-11	i	i	0
COc1ccc(CN(C)Cc2ccccc2)c(OC)c1OC	i	-8	i	i	-4	i	-4	-1	i	i	1
COc1ccc(/C(=N/O)C(C)(C)NO)cc1	i	1	i	i	-1	i	0	-3	i	i	0
COC(=O)C1(CO)NC(c2ccc(C)cc2)C2C(=O)N(c3ccccc3)C(=O)C21 (stereo unspecified)	i	-3	i	i	5	i	1	-9	i	i	-4
CCOC(=O)C1=C(C)C/C(=N\NC(=O)c2ccccc2O)CC1	i	-7	i	i	3	i	-2	-9	i	i	.
CCOC(=O)c1sc(NC(=O)c2cc3ccccc3o2)nc1C	i	8	i	i	-3	i	0	-11	i	i	.
COC(=O)Cn1nc(-c2ccccc2)c2ccccc21	i	1	i	i	0	i	-2	-6	i	i	2
CCN1CCN(c2ccc(S(=O)(=O)N3CCOCC3)cc2NC(=O)c2cc(Cl)nc3ccccc23)CC1	i	-2	i	i	4	i	0	-11	i	i	4
Cc1cc2nc3n(c2cc1C)CC1CC(C(=O)NCCC(C)C)N(C)C31 (stereo unspecified)	i	-8	i	i	0	i	-4	-4	i	i	1
Nc1cccnc1Sc1cccc(Cl)c1	i	-5	i	i	2	i	1	-16	i	i	-6
CCCC(C)c1nnc(NC(=O)CN2C(=O)c3ccccc3C2=O)s1 (stereo unspecified)	i	-1	i	i	4	i	-2	-4	i	i	0
CC(C)C1N=C(c2ccc3c(c2)OCO3)CC(c2ccccc2O)N1 (stereo unspecified)	i	4	i	i	-1	i	-1	-17	i	i	0
COc1ccc(CCNC(=O)NC23CC4CC(CC(C4)C2)C3)cc1OC	i	5	i	i	0	i	-2	-12	i	i	8
Nc1nc2nccc(-c3ccco3)n2n1	i	-46	i	i	1	i	1	-5	i	i	12
CC(C)(C)OC(=O)NCc1ccc(CNC(=O)c2[nH]cnc2C(=O)N[C@@H](Cc2ccccc2)C(=O)OC(C)(C)C)cc1	i	9	i	i	-6	i	-2	-7	i	.	.
Cc1ccc(S(=O)(=O)N2CCCC(C(=O)NCCC3=CCCCC3)C2)cc1 (stereo unspecified)	i	3	i	i	.	i	-5	-4	i	i	-9
Cc1ccccc1-n1c(=S)[nH]c2nc3c(cc2c1=O)CCCC3	i	15	i	i	1	i	-3	-10	i	i	16
CN1C[C@@H]2C(c3ccc(C(F)(F)F)cc3)C3(c4ccccc4)CC2(C3)[C@H]1c1ccccc1 (stereo partly specified)	i	-9	i	i	-1	i	4	-11	i	i	2
SMILES	KCNK3 block	HDAC3 inh	KCNQ1 inh	KCNQ1 pot	GSK3beta inhib	KCNK9 block	GSK3A inh	hERG rescue	RGS4 act	PolyA inhibitor	DYRK1A inh
CCNC(=S)N/N=C(\C)c1ccc2c(c1)OCCO2	i	6	i	i	2	i	1	-6	i	i	4
CC(=O)c1cccc(N(C(=O)c2ccccn2)C(C(=O)NC2CCCCC2)c2cccs2)c1 (stereo unspecified)	i	3	i	i	1	i	4	-9	i	i	1
CN(Cc1cccs1)C(=O)CSc1nc(N)cc(N)n1	i	-7	i	i	1	i	-4	-15	i	i	-1
CCc1ccc(OCC(=O)NC2CC(C)(C)NC(C)(C)C2)cc1	i	-5	i	i	2	i	-1	-10	i	i	-2
CC(=O)Nc1ccc(OCCOc2ccc(NC(C)=O)cc2)cc1	i	1	i	i	0	i	-3	-3	i	i	-1
COc1cccc(N(CC(=O)NCCSCc2ccc(Cl)cc2)S(C)(=O)=O)c1	i	3	i	i	2	i	-2	-10	i	i	1
COc1ccc(C(=O)c2ccsc2N)cc1	i	2	i	i	-3	i	0	-5	i	i	7
O=C(C[n+]1ccc(-c2nnc3n2CCCCC3)cc1)c1ccc(Cl)cc1	i	3	i	i	-1	i	0	-4	i	i	17
CCOC(=O)C(=NCCCN(C)C)NNc1ccc(Br)cc1	i	2	i	i	0	i	-2	-6	i	i	32
Clc1ccc(-n2nnc(-c3cccnc3Cl)n2)cc1Cl	i	1	i	i	-3	i	0	-7	i	i	4
CCN1CCN(CCCN(Cc2ccco2)C(=S)Nc2ccc(C)c(Cl)c2)CC1	i	1	i	i	-1	i	-1	-6	i	i	-9
CCOC(=O)N/N=C/c1ccccc1F	i	-3	i	i	0	i	-4	-9	i	i	1
COc1ccccc1NC(=O)CCCC(=O)OC(C)C(=O)c1ccccc1 (stereo unspecified)	i	-3	i	i	0	i	-1	-8	i	i	-3
Cc1ccccc1C1C(=O)c2ccccc2C1=O	i	3	i	i	2	i	-1	-12	i	i	-6
O=C(N/C=C/c1ccccc1)c1ccccc1	i	3	i	i	1	i	0	-9	i	i	35
CCOc1ccc2oc(C(=O)NNC(=O)c3ccccc3O)c(C)c2c1	i	4	i	i	3	i	-1	-14	i	i	10
O=C(NCCc1ccccc1)c1noc2c1CCc1ccccc1-2	i	-2	i	i	0	i	-1	-12	i	i	-2
COC(=O)c1cc(NC(=O)c2ccc(-c3ccccc3)cc2)ccc1Cl	i	-4	i	i	2	i	-1	-7	i	i	4
CCC1ON(C(C)C)C2c3nc4ccccc4n3CC12 (stereo unspecified)	i	0	i	i	1	i	0	-9	i	i	7
Cc1c(NC(=O)CC(O)(C(F)(F)F)C(F)(F)F)c(=O)n(-c2ccccc2)n1C	i	-1	i	i	0	i	0	-1	i	i	-8
CCCCCC(=O)Nc1nc(C)c(-c2csc(Nc3ccccc3OC)n2)s1	i	2	i	i	2	i	-1	-5	i	i	-2
COC(=O)c1nnn(-c2nonc2N)c1CSc1nnc(N)s1	i	-4	i	i	1	i	2	-9	i	i	0
Cc1cccn2c(=O)c3cc(S(=O)(=O)c4ccc(Br)cc4)c(=N)n(C4CCCC4)c3nc12	i	-1	i	i	1	i	0	-11	i	i	-7
CC(C)(C)c1ccc(C(=O)Nc2ccc(N3CCOCC3)cc2)cc1	i	4	i	i	1	i	-4	-5	i	i	2
Oc1c(C(Nc2cccc(C(F)(F)F)c2)c2cccnc2)ccc2cccnc12 (stereo unspecified)	i	1	i	i	0	i	-2	-1	i	i	-8

Results in HDAC3 inh, for 4 of the compounds above:
SMILES | HDAC3 inh
CCOc1ccc2oc(C(=O)NNC(=O)c3ccccc3O)c(C)c2c1 | 4
O=C(NCCc1ccccc1)c1noc2c1CCc1ccccc1-2 | -2
COC(=O)c1cc(NC(=O)c2ccc(-c3ccccc3)cc2)ccc1Cl | -4
CCC1ON(C(C)C)C2c3nc4ccccc4n3CC12 (stereo unspecified) | 0

Other entries
SMILES	KCNK3 block	HDAC3 inh	KCNQ1 inh	KCNQ1 pot	GSK3beta inhib	KCNK9 block	GSK3A inh	hERG rescue	RGS4 act	PolyA inhibitor	DYRK1A inh
O=C(O)c1ccc(COc2ccc(CO)cc2Cl)cc1	i	-1	i	i	-23	i	-3	-11	i	i	4
CCOC(=O)c1c(C)[nH]c(C(=O)N2CCC(C(=O)OCC)CC2)c1C	i	-1	i	i	-1	i	-3	-6	i	i	.
COC(=O)C(NC(C)=O)(Nc1nc2c(s1)CCCC2)C(F)(F)F (stereo unspecified)	i	4	i	i	0	i	-2	-6	i	i	-3
CC(=O)Nc1ccc(S(=O)(=O)Nc2cccc(N(C)S(C)(=O)=O)c2)cc1	i	3	i	i	1	i	2	-10	i	.	-2
NNc1nc(-c2ccccc2)c2cc(Br)ccc2n1	i	0	i	i	0	i	-1	-12	i	i	3
CN(C(=O)c1ccc(S(=O)(=O)N2CCCC2)cc1)C1CCCCC1	i	-4	i	i	1	i	0	-13	i	i	-4
CC(C)c1nnc(NC(=O)CCc2ccccc2)s1	i	0	i	i	-4	i	-2	-5	i	i	1
O=C(N[C@@H](Cc1ccccc1)C(=O)N1CCC2(CC1)NCCc1[nH]cnc12)c1cccc(F)c1	i	-3	i	i	-1	i	0	-5	i	i	-2
CCOc1ccccc1/C=C(\NC(=O)c1ccccc1)C(=O)NCCC(=O)O	i	4	i	i	1	i	-2	-2	i	i	-2
CCC(C)NCCCOc1ccc(Cl)cc1C(C)(C)C (stereo unspecified)	i	2	i	i	-4	i	2	1	i	i	-1
COc1cc(C(=O)NCC(=O)N2CCN(S(=O)(=O)c3cc(C)ccc3C)CC2)cc(OC)c1OC	i	-1	i	i	1	i	-1	-7	i	i	-1
Cc1cc(=O)oc2cc(OCC(=O)OCC(=O)Nc3ccc(C(N)=O)cc3)ccc12	i	-25	i	i	1	i	-1	-13	i	i	-27
CCn1cc(CNCc2cn[nH]c2-c2cc3ccccc3o2)cn1	i	1	i	i	0	i	2	-10	i	i	-4
COc1ccc2c(C)cc(N3CCN(c4ccc(F)cc4)CC3)nc2c1	-9.5*	0	i	i	-1	i	-1	-4	i	i	4
COc1ccc(-c2c3c(nc4sc5c(Cl)nc(C)nc5c24)CCC3)cc1	i	-9	i	i	1	i	-1	-5	i	i	0

A portion of the library (hit frequency here may not be typical).
